# ABCB6 inh 2 = inhibitors of human ABC transporter ABCB6; Q9NP58; K562-ABCB6 porphyrin accumulation, flow cytometry, 1 h; stronger effect = lower value; fluorescence ratio to DMSO, % at 10 µM; hit rate 0.19% among 360,000;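 active = fluorescence ratio to DMSO below 75%, the collection mean minus 3 SD; inconclusive = too few cells collected in the well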;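 note: signal is porphyrin accumulated inside mitochondria; 100% equals median channel fluorescence of DMSO control wells; lower ratio means ABCB6 inhibition with less porphyrin fluorescence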
# Target sequence (Q9NP58 whole entry, looked up): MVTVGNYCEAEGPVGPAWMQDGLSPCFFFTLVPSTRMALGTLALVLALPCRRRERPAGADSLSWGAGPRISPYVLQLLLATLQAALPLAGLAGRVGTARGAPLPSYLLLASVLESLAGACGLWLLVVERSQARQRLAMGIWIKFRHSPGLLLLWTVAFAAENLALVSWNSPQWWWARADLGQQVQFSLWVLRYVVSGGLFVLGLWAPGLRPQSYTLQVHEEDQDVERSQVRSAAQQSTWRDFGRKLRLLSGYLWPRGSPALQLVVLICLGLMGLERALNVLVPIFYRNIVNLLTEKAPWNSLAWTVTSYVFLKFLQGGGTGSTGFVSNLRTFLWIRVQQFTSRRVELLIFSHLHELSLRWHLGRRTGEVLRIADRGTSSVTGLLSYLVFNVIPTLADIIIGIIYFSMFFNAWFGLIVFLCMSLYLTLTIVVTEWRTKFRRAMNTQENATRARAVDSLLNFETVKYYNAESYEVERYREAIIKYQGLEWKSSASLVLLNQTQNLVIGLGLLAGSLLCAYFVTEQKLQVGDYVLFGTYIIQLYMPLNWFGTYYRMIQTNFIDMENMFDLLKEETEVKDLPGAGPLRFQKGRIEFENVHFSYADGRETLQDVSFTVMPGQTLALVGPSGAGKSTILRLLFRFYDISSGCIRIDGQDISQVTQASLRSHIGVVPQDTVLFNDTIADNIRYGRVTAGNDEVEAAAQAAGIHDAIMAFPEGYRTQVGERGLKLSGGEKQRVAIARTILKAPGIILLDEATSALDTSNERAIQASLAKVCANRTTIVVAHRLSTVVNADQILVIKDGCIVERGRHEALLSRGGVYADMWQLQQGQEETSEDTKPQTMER
# Glyco luc inh = blocks N-linked glycosylation in D54 reporter cells; D54 ERlucT glycosylation luciferase reporter, 24 h; percent of 100 nM tunicamycin response; AID 588692; hit rate 0.23% among 360,000; reporter increase, % at 12.5 µM;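 active = mean luciferase reporter signal, scaled so untreated is 0 and the glycosylation-blocking control 100, at or above a set limit in every replicate; inconclusive = mean reaches the limit but not every replicate does; inactive = mean below the limit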;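 note: luciferase carries N-glycosylation sites so blocking glycosylation raises the light; 0% = median of neutral control wells and 100% = median of 100 nM tunicamycin wells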
# H9c2 protect = modulators protecting cardiomyocytes from myocardial damage; H9c2 cardiomyocytes, H2O2 injury protection, ATPLite, 2 h; protection from H2O2 cell death, % at 20 µM; hit rate 0.63% among 360,000; AID 588492;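 active = compounds giving at least 50% protection of heart cells from peroxide-induced death in the single-dose screen, raw or plate-pattern-corrected value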;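 note: 0% = DMSO wells with peroxide and 100% = DMSO wells without peroxide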
# Exocytosis inh = lytic granule exocytosis inhibition | hit rate 0.66% among 360,000 | inhibition, % at 10 µM | AID 651702 | TALL-104 LAMP-1 surface exposure, flow cytometry; cells stimulated with thapsigargin and PMA;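 active = inhibition above about 55%, limit read from the data; inconclusive = no clear call, values can overlap the other calls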
# aDG glyco up = alpha-DG glycosylation activation. activation, % at 10 µM. Pro5-aDG cells, alpha-DG glycosylation AlphaScreen (IIH6); 0% Pro5, 100% B10-LARGE cell signal. hit rate 0.22% among 360,000;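 active = activation of at least 8% versus controls, or a plate z-score of at least 8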;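 note: Pro5 are CHO cells carrying HIG-tagged alpha-DG that lacks glycosylation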
# m5-HT2A agonist = agonists of mouse serotonin 5-HT2A receptor (HTR2A) | activation, % at 7.6 µM | hit rate 0.66% among 360,000 | CHO-K1 mHTR2A beta-arrestin complementation, luminescence; percent of 30 µM serotonin response | P35363;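 active = activation above a run cutoff, the mean activation of all tested compounds plus 3 SD, cut at about 14% in these data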;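 note: 0% = plate median of compound wells and 100% = 30 µM serotonin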
# MC4R barr agon = activates human MC4R beta-arrestin recruitment | P32245 | U2OS MC4R beta-arrestin complementation, luminescence; percent of melanotan II response, DMSO zero | activation, % at 8.9 µM | hit rate 0.98% among 360,000;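 active = activation above a per-plate cutoff, the mean activation of sample wells on that plate plus 3 SD, cut at about 8% in these data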
# hiPSC survival = enhancers of human iPSC single-cell survival | hit rate 0.044% among 360,000 | hiPSC single-cell survival, ATPlite luminescence; 100% = ROCK inhibitor wells, 0% = DMSO | survival enhancement, % at 20 µM; in the data active = survival enhancement above about 18%;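 note: cells exposed to compounds for 16 hours before the ATP read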
# ABHD5-PLIN5 inh = ABHD5-PLIN5 protein interaction inhibition | Split G. princeps luciferase complementation, luminescence, 4 h | inhibition, % at 4 µM | hit rate 0.78% among 360,000 | AID 602281;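 active = inhibition above the mean inhibition across every tested compound plus 3 SD, cut at about 22% in these data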;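 note: 0% = DMSO only wells and the 100% control is not disclosed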
# MC4R antagonist = blocks human MC4R cAMP signaling; hit rate 0.48% among 360,000; MC4R-expressing cells, MTII-stimulated cAMP, LANCE TR-FRET; inhibition, % at 6.5 µM; P32245;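 active = inhibition above its plate's cutoff, the mean of tested wells on that plate plus 3 SD, cut at about 29% in these data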;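 note: 0% = Melanotan II alone and 100% = Melanotan II plus saturating MCL0020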
#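 System: U2OS-MC4R stable cell line; Technique: Eu-cAMP/anti-cAMP TR-FRET, emission 671 nm; Repeats: single well per compound; Also added: Melanotan II; Dosing: one concentration, 6.5 µM nominal; Schedule: 30-min compound, 1-h challenge, 1-h detection, room temperature.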
# * hit, by the source's call; ? = inconclusive; . = not tested or not shown. Compounds as they come. About 4.5% of those tested had a hit in this group.
# Values in the order – ABCB6 inh 2	Glyco luc inh	H9c2 protect	Exocytosis inh	aDG glyco up	m5-HT2A agonist	MC4R barr agon	hiPSC survival	ABHD5-PLIN5 inh	MC4R antagonist
- CCOc1cc(C2Nc3ccccc3C(=O)N2c2ccccc2OC)ccc1O (stereo not drawn)
    91	0	-9	0	0.1	-3	-0.3	-4.3	2	-2
- CCOC(=O)Cc1csc(NC(=O)Cn2cnc3c2c(=O)n(C)c(=O)n3C)n1
    99	1	9	2	0.0	9	-1.9	-2.1	-5	4
- CCOC(=O)N1CC=C2C(C#N)=C(N)C(C#N)(C#N)[C@H](c3cccs3)[C@H]2C1
    102	-2	5	4	0.1	4	-1.5	11	1	28
- Cc1ccc(C2(C)NC(=O)N(CC(=O)N3CCN(S(=O)(=O)c4cccc(F)c4)CC3)C2=O)cc1 (stereo not drawn)
    99	3	-3	?	-0.1	2	-3.0	-0.2	2	0
- CCCCCNCC(=O)Nc1cccc(C(=O)Nc2cccc(C(F)(F)F)c2)c1
    95	-2	-17	36	16*	0	15*	-0.5	9	-5
- CCN(CC)S(=O)(=O)N1CCC(C(=O)NCCC2=CCCCC2)CC1
    96	0	7	2	0.2	0	0.6	-0.5	4	12
- Cc1ccc(S(=O)(=O)N2CC3C(=O)C[C@@H](c4ccccc4)N(S(=O)(=O)c4cccc(Cl)c4)C3CC2c2ccccc2)cc1 (stereo partly drawn)
    .	.	.	-5	0.2	-5	.	.	2	.
- COc1cc(CCNC(=O)CCCn2c(=O)c3cccn3c3cccnc32)cc(OC)c1OC
    106	0	1	-1	2.5	2	-2.2	-0.1	15	-2
- NCCCCCC(=O)Nc1ccncc1
    97	2	2	1	0.2	-5	3.4	0.0	-10	18
- Cc1ccc(Cl)cc1NC(=S)N(Cc1cccnc1)Cc1ccccc1Cl
    93	-8	-6	-1	0.2	-1	-0.2	0.1	-2	16
- CCOc1ccc(NS(=O)(=O)c2ccc(OC)c(NC(=O)c3ccc4c(c3)OCCO4)c2)cc1
    88	-5	-6	7	0.0	-1	-1.5	4.1	-6	-3
- COc1cc(/C=C/CO)cc(OC)c1OC/C=C(\C)CCC=C(C)C
    100	0	-6	-3	0.0	-6	5.3	2.7	-3	16
- COCC1CCN(C(=O)c2cc(COc3ccccc3SC)on2)C1 (stereo not drawn)
    96	4	-3	21	-0.2	-6	-0.6	-0.5	7	1
- Cc1cc(C)c(C)c(S(=O)(=O)Nc2ccccc2C(=O)O)c1C
    99	2	2	4	-0.3	3	-2.5	0.1	6	1
- O=C(NC(=O)c1ccccc1)OCC(F)(F)F
    94	1	12	0	0.1	-1	-0.3	2.9	1	4
- O=C(Cn1nnc(-c2cccc(C(F)(F)F)c2)n1)NC1CCCC1
    94	4	-7	27	0.0	-3	2.0	-2.8	0	2
- CN(C)CCNc1oc(-c2ccccc2F)nc1C#N
    105	-1	6	-2	0.0	0	-1.3	1.1	-2	1
- COc1ccccc1CNC(=O)C1CC(c2c(Cl)cccc2Cl)=NO1 (stereo not drawn)
    94	2	5	3	0.4	0	0.0	-1.4	4	-4
- CS(=O)(=O)N(CC(=O)Nc1c(F)cccc1F)c1ccc(C23CC4CC(CC(C4)C2)C3)cc1
    100	-7	-11	0	0.5	3	4.8	-3.7	-7	9
- CCOc1cc(-c2nc(-c3ccccc3)c(-c3cc([N+](=O)[O-])ccc3C)[nH]2)ccc1O
    94	2	-4	2	0.8	-1	3.7	1.3	-5	11
- O=C(Nc1ccc(S(=O)(=O)N2CCOCC2)cc1)c1cccs1
    96	0	6	-2	-0.2	0	-1.2	0.0	-1	8
- CCOC(=O)C1(CCc2ccccc2)CCN(C(=O)C2CCCO2)CC1 (stereo not drawn)
    91	1	0	-6	0.2	-2	-1.4	1.2	2	22
- CC1=C(C(=O)OCc2ccccc2)C(c2ccccc2Cl)NC(=O)N1CCCC(=O)O (stereo not drawn)
    98	2	-3	14	-0.1	9	-0.2	7.4	9	7
- COc1cc2c(cc1OC)CN(C(=O)C1CCC(=O)N(CCCN3CCOCC3)C1)CC2 (stereo not drawn)
    90	2	-3	0	-0.2	9	-1.4	-0.1	8	-1
- CCNc1ccc(S(=O)(=O)N(C)C)cc1NCC(=O)Nc1ccccc1Cl
    113	-2	-4	-2	0.0	-1	0.1	-0.1	0	5
- O=C(CN1C(=O)NC2(CCc3ccccc32)C1=O)c1ccc(Br)s1 (stereo not drawn)
    96	1	-1	24	-0.2	-8	-1.6	-1.9	6	5
- COCC(=O)Nc1ncc(S(=O)(=O)c2ccc([N+](=O)[O-])cc2)s1
    96	0	-4	-1	-0.1	-1	-1.4	1.1	4	4
- COCCCNC(=O)C12CCC(C)(C(=O)C1)C2(C)C (stereo not drawn)
    92	3	2	-1	0.2	-5	-1.9	2.0	0	4
- CN(C)/N=C/c1ccc(OS(=O)(=O)c2ccccc2)cc1
    104	0	3	-1	-0.5	-1	-1.4	1.1	-4	6
- CC1CN(S(=O)(=O)c2ccc(CN3C(=O)c4cccnc4C3=O)s2)c2ccccc2O1 (stereo not drawn)
    99	0	4	0	0.2	0	-2.2	0.1	4	7
- Cc1ccc(NCc2nc3ccccc3n2CCOc2ccccc2)cc1
    98	0	8	3	0.0	-6	-0.9	-0.6	26*	26
- O=C(O)c1cccc(O)c1O
    94	1	10	8	0.0	2	-0.3	-1.4	2	11
- O=C(c1sc2cccc(F)c2c1Cl)N1CCN(c2ncccn2)CC1
    96	0	3	-3	-0.2	-2	-1.6	-1.6	0	12
- Cc1ccc(S(=O)(=O)N(C)C)cc1NC(=O)CSc1nnnn1-c1ccc(O)cc1
    100	2	-8	-4	-0.2	-1	-2.2	-0.3	0	-2
- CCn1c(SCC(=O)NC(C)(C)C)nnc1-c1ccncc1
    94	0	2	-6	-0.2	-3	-1.1	-0.6	-4	-2
- Nc1ccccc1-c1nc2ccccc2[nH]1
    101	2	-4	-1	0.3	-2	-0.9	0.7	-1	16
- Cc1noc(C)c1S(=O)(=O)N(CC(=O)NC(C)c1ccccc1)c1ccc(C(C)C)cc1 (stereo not drawn)
    100	-2	-2	70*	0.3	3	4.1	-0.3	-5	12
- O=C(Nc1ccccc1Cl)N1CCCN(c2nc(-c3ccccc3)ns2)CC1
    96	-1	-8	6	0.0	5	-1.7	-0.5	4	9
- CCN1C(=O)N[C@@H](c2cccc(C(F)(F)F)c2)[C@@H](C(=O)OC)[C@H]1C
    96	-2	10	101*	-0.1	-5	-2.0	2.0	-2	4
- COc1cc(CO)c(Br)cc1OCC(N)=O
    101	0	-2	-2	-0.2	1	-3.8	-0.6	-10	-7
- CC1CN(C(=O)c2ccc(COc3ccccc3Cl)o2)CC(C)O1 (stereo not drawn)
    98	-1	5	-8	0.0	-6	-0.6	0.4	3	-4
- O=C1CCN(S(=O)(=O)c2ccc(Cl)cc2)N1
    94	0	-1	6	1.3	1	-1.9	-1.2	-6	-1
- O=C(COC(=O)c1ccc(F)c(S(=O)(=O)N2CCOCC2)c1)NCc1ccco1
    105	1	2	5	-0.2	4	-0.1	-0.2	3	15
- N#Cc1c(N)n(Cc2ccccc2)c(=O)c2cc([N+](=O)[O-])ccc12
    101	4	-3	33	-0.3	-1	1.7	-0.6	-3	11
- CCOc1ccc(NC(=O)c2cnsn2)cc1
    88	-12	-20	0	0.0	-2	-2.5	-4.4	-1	-2
- CCOc1ccc(NC2CCN(C(C)=O)CC2)cc1
    93	1	8	21	0.0	1	1.1	0.7	-4	5
- CC1=C(C#N)C(=O)NC(=O)/C1=C\c1ccc(-c2cc(C)c(C)cc2[N+](=O)[O-])o1
    97	0	1	-2	-0.1	-1	-1.3	0.1	-5	1
- CNc1nnc(-c2cc3cc(Cl)ccc3oc2=O)s1
    100	-2	-5	-2	0.1	-4	-1.5	0.1	-1	-17
- O=C(NCCC(=O)N1CCN(S(=O)(=O)c2ccc(Cl)cc2)CC1)Nc1ccccc1
    97	0	3	5	-0.3	7	0.6	0.0	2	15
- Cc1ccccc1CN(C)C(=O)[C@H](Cc1ccccc1)NC(=O)c1ccco1
    90	-3	37	1	-0.1	1	-0.3	3.8	4	8
- CCN(C(=O)COC(=O)c1cc(-c2cccc3ccccc23)nc2ccccc12)C1CCS(=O)(=O)C1 (stereo not drawn)
    95	0	-2	2	0.3	2	-1.1	-1.4	8	1
- CCn1c(Cc2ccccc2)nnc1SCC(=O)NC1CCCC1
    97	-3	-4	-2	0.0	2	0.2	0.0	-2	3
- CCc1ccc(CNC(=O)C2CCC(=O)N2C2CCCCC2)cc1 (stereo not drawn)
    97	1	-5	4	0.2	7	-2.2	1.2	2	-2
- COc1cc(Br)c(C(C)NC(=O)c2ccccc2)cc1OC (stereo not drawn)
    94	-2	-1	0	0.2	2	-2.1	-0.5	-1	6
- COc1ccc(C(C)=O)cc1CC1(C)C(=O)Nc2ccc(OC(F)(F)F)cc21 (stereo not drawn)
    94	1	1	-4	-0.1	-2	2.7	-0.8	-5	2
- CC(C)N(Cc1ccccc1)S(=O)(=O)c1ccc(-n2cccn2)cc1
    97	-4	-10	-2	-0.1	-3	0.7	-1.7	-7	10
- CC(=O)c1cccc(N=Cc2c(O)ccc3ccccc23)c1
    99	2	13	22	0.1	2	1.2	-1.0	-10	0
- CCN(CC(=O)Nc1ccc2c(c1)OCCO2)C(=O)/C=C/c1cccc(C(F)(F)F)c1
    91	-1	-2	2	0.2	-6	0.2	0.4	-5	-2
- COCCNC(=O)CN1C(=O)NC2(CCCc3cc(OC)ccc32)C1=O (stereo not drawn)
    97	2	-1	1	0.1	10	-1.4	-0.4	1	2
- CCOC(=O)c1c(S(=O)(=O)NCc2cccs2)c(C)n(C)c1C
    102	1	-2	-4	0.0	-6	-3.3	0.0	-4	13

# (cont.)
# Values in the order – ABCB6 inh 2	Glyco luc inh	H9c2 protect	Exocytosis inh	aDG glyco up	m5-HT2A agonist	MC4R barr agon	hiPSC survival	ABHD5-PLIN5 inh	MC4R antagonist
- Cc1csc(NC(=O)c2cc3c(s2)CCC3)n1
    94	-13	-30	-2	0.8	-2	-2.6	-3.4	-7	-3
- O=C(O)c1ccccc1C(=O)c1cccc2ccccc12
    94	0	-1	-1	0.0	0	-0.2	-0.1	-1	5
- COc1ccc(N2CCN(CCNC(=O)CCCn3c(=O)[nH]c4cc(Cl)ccc4c3=O)CC2)cc1
    86	0	4	-4	-0.1	-5	0.3	-2.8	-1	3
- CC(OC(=O)c1ccc(OCC2CCCO2)cc1)C(=O)N(C)Cc1ccccc1 (stereo not drawn)
    100	2	-3	9	0.3	0	-3.2	-0.4	7	-2
- CC(C)c1ccc(CNC(=O)CSCC(=O)Nc2ccc3ccccc3c2)cc1
    99	-1	-11	7	0.2	-6	-1.0	-2.3	-16	2
